Statin myotox sup = suppressors of simvastatin-induced myotoxicity in C2C12 myotubes; ATP luminescence, 48 h; scaled: DMSO 0, geranylgeraniol control 100; rescue of ATP level, % at 7.49 µM; actives 0.78% (n = 330,000); AID 602340;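 active = mean ATP rescue above about 67%, or every replicate alone reaching that limit, limit read from the data, passing the limit was not always enough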;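 also: myotubes were challenged with 10 µM simvastatin during compound exposure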
miR-122 sensor = blocks miR-122 activity in Huh7 sensor cells. Huh7 miR-122 Renilla luciferase sensor, 48 h; neutral wells = 0, positive control = 100. activation (reporter increase), % at 12.5 µM. actives 0.3% (n = 340,000). AID 602342;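 active = mean replicate activation score at least 90 and every replicate individually at or above 90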;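 also: higher luciferase means less miR-122 activity so hits act as miR-122 inhibitors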
PglD inh = blocks C. jejuni PglD acetyltransferase activity; purified PglD enzyme, DTNB colorimetric CoA detection; actives 0.098% (n = 360,000); AID 602405; inhibition, % at 12.5 µM; in the data active = inhibition above about 16%, passing the limit was not always enough; also: strong numbers were not always called active
F508del corr = correctors of CFTR F508del function in bronchial epithelial cells. CFBE cells, YFP halide quenching; stimulated with forskolin plus potentiator P3; % fluorescence drop versus neutral controls. activity (quench increase), % at 7.58 µM. actives 0.36% (n = 350,000);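 active = mean added fluorescence quench of at least 8% versus neutral control, with both replicates also reaching 8%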;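 also: cells transiently co-express mutant CFTR-F508del with the halide-sensitive YFP; corrector assay measuring rescue of mutant channel to the surface after 24 h compound exposure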
PGC1a acetyl inh = lowers PGC1a acetylation signal in U2OS cells | AlphaScreen anti-acetyl-lysine; with virally co-expressed GCN5 acetyltransferase | inhibition, % at 15.6 µM | actives 0.17% (n = 350,000);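 active = every replicate shows inhibition of at least 40%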;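 also: 0% = neutral control wells and 100% = positive control wells; some results beyond the cut were filed as inactive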
Cneo AK release = causes C. neoformans cell lysis | adenylate kinase release luminescence, 4 h; normalised: neutral wells 0, clomiphene wells 100 | lysis activity, % at 15 µM | actives 0.2% (n = 360,000);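 active = mean lysis activity across replicates of at least 80%, whatever share of replicates individually reach that level; inactive = mean lysis activity below 80%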
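Assay system: C. neoformans cells. Amount: yeast cell density of 5 × 10^6 cells/mL. Technique: AK luminescence. Buffer or medium: YPD. Times: static 4 h at 37 °C with compound, 1 h detection. Dosing: single-point compound dose. Read-out: lysis from increased AK signal.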
GSIS activator = GLuc luminescence reporter in INS-1E cells, primary screen for activators of glucose-dependent secretion of insulin; INS-1E GLuc reporter insulin secretion, 2-3 h; activation, % at 16.6 µM; actives 0.61% (n = 370,000);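 active = lowest replicate activation of at least 40%, so every replicate reaches that level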;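 also: 0% = median of neutral control wells and 100% = median of IBMX positive control wells; some compounds called inactive have numbers as strong as hits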
FN deposit inh = fibronectin deposition inhibition | actives 0.086% (n = 350,000) | inhibition, % at 12.6 µM | AID 743247 | AH1F fibroblasts, Alexa488-fibronectin deposition fluorescence, overnight;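 active = mean inhibition across replicates of 30% or more, regardless of how many single replicates reach that level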;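 also: positive control wells lacked labelled fibronectin entirely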
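Assay system: AH1F fibroblasts assembling fluorescent fibronectin matrix; Amount: 10000 AH1F cells per well; Buffer or medium: DMEM, 2% serum; Probe or stimulus: Alexa488-fibronectin, 24 nM final in well; Doses: single compound dose, delivered by pin transfer; Incubation: 1 h adhesion, overnight exposure; Measured by: fluorescence 485/525 nm; Read-out: fibronectin deposition inhibition.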
* hit, by the source's call; . = no result given; & = joins results of further samples; [ ] = dose if it differs, or a comment.

SMILES	Statin myotox sup	miR-122 sensor	PglD inh	F508del corr	PGC1a acetyl inh	Cneo AK release	GSIS activator	FN deposit inh
CCOc1ccc(-n2c(SCc3ccc(C#N)cc3)nnc2-c2cccnc2)cc1	19	-9	-7	.	1	-5	.	7
COc1ccc(OC)c(NC(=O)NNC(=O)COc2ccc([N+](=O)[O-])cc2)c1	9	.	-2	-3.5	.	6	5	2
Fc1ccc(Oc2ncccn2)c(F)c1	5	-3	1	-1.7	1	0	-6	5
O=C(N[C@H]1CC[C@H](CCNC(=O)C2CC2)O[C@@H]1CO)c1ccccn1	7	.	1	2.2&-0.6	0	-3	10&-7	-7&-11
Nc1nonc1-c1noc(COc2ccccc2Cl)n1	.	-6	2	.	7	0	.	-9
COC(=O)c1ccc(CO/N=C/c2ccccc2OC)cc1	-8	-1	4	0.3	1	6	-3	-7
CCO[C@H]1OC(C(=O)N2CCCCCCC2)=C[C@@H](c2ccc(C(F)(F)F)cc2)[C@@H]1CCCO	7	.	5	4.0&-1.1	-14	5&0	-39	10
COc1ccc(NC(=O)CSCC(=O)Nc2cc(Cl)ccc2N2CCCC2)cc1	-4	-3	-4	-1.7	-8	-2	-6	8
C=CCN(c1ccc(C(=O)Nc2ccc(C)cc2)cc1)S(C)(=O)=O	2	-1	.	1.2	17	.	4	5
CCCCCCCCOC(=O)c1cc([N+](=O)[O-])c(Sc2ncnc3nc[nH]c23)c([N+](=O)[O-])c1	.	3	.	1.3	-8	.	.	-17
CCCC#Cc1ccc2c(c1)O[C@H](CN(C)C(=O)NCCC)[C@H](C)CN([C@@H](C)CO)S2(=O)=O	-72	16[16.7 µM]	-3	4.2	1	1	5	.
Cc1cc(=O)n2nc(N3CCC(C(=O)NCc4cccc(Cl)c4)CC3)sc2n1	-4	-7	0	0.8	-9	-3	7	-11
CCCNC(=O)C[C@@H]1CC[C@H]2[C@@H](COC[C@@H](O)CN2Cc2ccccc2F)O1	4	-3[16.7 µM]	-3	1.8	0	2	1	2
CCC1(CC)C(=O)N(c2ccccc2)C(=N)N(c2ccccc2)C1=O	0	-3	-10	2.9	2	2	3	-6
O=C(CCNC(=O)c1ccc(Cl)cc1)NNC(=O)c1ccc(F)cc1	-4	-3	-3	-4.0	3	2	-18	-2
COC(=O)C1CCN(CC(=O)Nc2ccc(C(=O)Nc3ccccc3OC)cc2)CC1	6	-3	4	-0.1	1	1	-4	-13
COC(=O)c1ccc(C2/C(=C(/O)c3ccc4c(c3)CC(C)O4)C(=O)C(=O)N2Cc2ccncc2)cc1 (stereo not drawn)	-1	11	11	2.2	2	4	-3	-8
CCOc1ccc2c(c1)C(c1ccc(C)cc1)=NNC(c1ccc(OC)cc1)=N2	-10	.	-3	-2.4	-5	3	-16	.
CCN(C(=O)COC(=O)c1nc2nc(C)cc(C)n2n1)C1CCCCC1	-12	.	-177	-0.4	.	-1	-2	1
CC=Cc1ccc2n(c1=O)C[C@H]1[C@H](CO)[C@@H](C(=O)N[C@@H](C)c3ccccc3)N(C)[C@@H]21 (mixture of isomers)	1	0[16.7 µM]	2	-0.2	-4	-2	11	.
CCOC(=O)c1c(-c2ccccc2)oc2cc(Br)c(O)cc12	-5	.	5	-4.1	-33	10	15	-8
Cc1ccc(S(=O)(=O)N[C@H](C(=O)N2CCC(C(=O)N[C@H](C(=O)O)c3ccccc3)CC2)C(C)C)cc1	15	-4	3	-5.4	19	-3	17	.
O=C(COC(=O)Cc1n[nH]c(=O)c2ccccc12)Nc1ncc(Cl)cc1Cl	-7	-2	.	-0.2	1	5	17	-3
Cc1ccc(CSCC(=O)N(C)CC(=O)Nc2ccccc2Cl)cc1	.	-4	.	5.7	2	.	-5	-7

Arranged by number of heavy atoms (rising): 3 of the compounds above
SMILES	Statin myotox sup	miR-122 sensor	PglD inh	F508del corr	PGC1a acetyl inh	Cneo AK release	GSIS activator	FN deposit inh
CCOC(=O)c1c(-c2ccccc2)oc2cc(Br)c(O)cc12	-5	.	5	-4.1	-33	10	15	-8
COc1ccc(OC)c(NC(=O)NNC(=O)COc2ccc([N+](=O)[O-])cc2)c1	9	.	-2	-3.5	.	6	5	2
CCCCCCCCOC(=O)c1cc([N+](=O)[O-])c(Sc2ncnc3nc[nH]c23)c([N+](=O)[O-])c1	.	3	.	1.3	-8	.	.	-17

Following part.
SMILES	Statin myotox sup	miR-122 sensor	PglD inh	F508del corr	PGC1a acetyl inh	Cneo AK release	GSIS activator	FN deposit inh
O=C(COC(=O)/C=C/c1cccc(F)c1)NCc1ccc2c(c1)OCO2	-4	-5	2	-0.2	3	0	-5	.
O=C(NC1CC1)c1ccc(CSCc2ccc(Cl)cc2)o1	2	5	2	-3.0	-12	-2	.	-1
CN(C)CCCNC(=O)C[C@H]1CC[C@H](NC(=O)Cc2cccnc2)[C@H](CO)O1	-1	.	0	1.3	4	0	-11	-10
O=C(CN1CCOCC1)N1CCOCC1	-2	.	2	-0.8	1	-1	.	-1
CC(NC(=O)c1cc(-c2ccccc2)on1)c1ccccc1 (stereo not drawn)	0	10	-1	.	-10	1	30	5
COc1ccc(NC(=O)CCC(=O)c2cccs2)cc1S(=O)(=O)Nc1ccc(Cl)cc1	14	322*	.	.	.	.	-2	12
CCCCCCCCCCOC(=O)Cn1c(COc2ccccc2)[n+](C)c2ccccc21	-112	.	-4	-0.1	.	6	127*	5
CCOc1cc(/C=N/NC(=O)CSc2nncn2C)ccc1OCc1cccc(C)c1	.	-5	5	.	-7	-3	4	10
Cc1noc(C)c1S(=O)(=O)Nc1ccc2c(c1)C(=O)N([C@@H](C)CO)C[C@@H](C)[C@H](CN(C)CC1CC1)O2	9	1[16.7 µM]	-3	1.3	5	4	14	-6
COc1ccc(N(CC(=O)Nc2ccccc2F)S(=O)(=O)c2ccc(C)c([N+](=O)[O-])c2)cc1	7	3	-2	2.6	-10	0	-40	-1
Cc1oc(=O)c(NC(=O)c2ccc(Cl)cc2)cc1C(=O)c1ccccc1	19	5	-5	.	0	1	.	5
COc1ccc(Cl)cc1Nc1cc(C)nc2ccccc12	.	-1	-6	6.0	-2	3	.	0
Cc1cccc(NC(=S)NC(=O)C2CC2)c1	-22	-5	1	.	.	29	.	.
Cc1ccc(S(=O)(=O)N2CCCCC2)cc1NS(=O)(=O)c1ccccc1F	19	-5	1	-3.7	5	-1	.	-4
COc1ccc(C(CCN2CCOCC2)c2c(OC)cc(OC)c3c(-c4ccccc4)cc(=O)oc23)cc1 (stereo not drawn)	0	89	0	-1.6	10	0	-17	.
CCC(CC)C(=O)NCc1ccc(Cl)cc1	-1	12	3	-2.0	4	-1	6	.
C[C@H]1CN([C@@H](C)CO)S(=O)(=O)c2ccc(C#CC3CCCC3)cc2O[C@@H]1CN(C)C(=O)Cc1ccccc1	-6	-3[16.7 µM]	.	-2.1	-20	.	-17	.
Cc1noc(C)c1S(=O)(=O)Nc1ccc2c(c1)CC(=O)N([C@H](C)CO)C[C@@H](C)[C@@H](CN(C)Cc1ccccc1)O2	3	3[16.7 µM]	2	1.1	.	-2	-8	.
N=c1n(CCN2CCCC2)c2ccccc2n1CC(O)c1ccco1 (stereo not drawn)	-13	7	-1	.	5	2	.	7
COc1ccc(/C=C/CN2CCC(Oc3ccc(C(=O)N4CCCCC4)cc3)CC2)cc1	6	-4	-2	-1.8	4	0	-42	6
CN(C)CCCNC(=O)C[C@@H]1CC[C@H]2[C@H](COc3ccc(NC(=O)c4ccc5c(c4)OCO5)cc3C(=O)N2C)O1	-7	2[16.7 µM]	-1	1.5	-4	0	3	-7
COc1ccc(C(=O)CSc2nnc(-c3ccco3)n2C)cc1	23	-4	-7	3.7	7	-1	12	.
CN1CCN(C(=O)c2ccc3c(c2)N(Cc2ccc(Cl)cc2)C(=O)c2ccccc2S3=O)CC1 (stereo not drawn)	-7	1	0	2.6	.	2	-4	8
CNC[C@@H]1Oc2cc(C#C[C@@H](C)O)ccc2S(=O)(=O)N([C@H](C)CO)C[C@H]1C	.	-7[16.7 µM]	2	3.1	3	-5	-2	1
COc1ccc(-c2ccc3c(c2)[C@@H]2[C@@H](CCN2C(=O)C2CCCCC2)[C@H](CO)N3C)cc1	30	-2[16.7 µM]	-1	0.1	-12	11	-10	-7
CCCn1c2c(c(O)c(C(=O)Nc3ccccc3)c1=O)CCCC2	1	-1	-3	.	-4	-2	.	.
COC(=O)c1cc(S(=O)(=O)N2CCN(c3ccc(C(C)=O)cc3)CC2)c[nH]1	-7	9	.	-1.4	-50	.	0	-1
Cc1ccccc1C(=O)NCCc1nnc(SCC(=O)Nc2nc(-c3ccccc3)cs2)n1C	-3	10	1	.	.	0	.	.
COc1ccc(-c2cc3c(=O)n(CC(=O)N4CCN(C)CC4)ncn3n2)cc1	-7	-2	1	-1.9	4	-3	0	1
CCn1cc(C(c2ccccc2)C(C(C)=O)[N+](=O)[O-])c2ccccc21 (stereo not drawn)	9	-1	0	0.6	6	2	-31	-8
Cc1cc(/C=N/NC(=O)c2cc3ccccc3o2)c(C)n1C	-42	-5	-3	0.4	-13	0	1	3
Cn1cnnc1SCC(=O)c1ccco1	0	0	2	-1.8	-6	2	-4	.
COc1ccc(NS(=O)(=O)c2cccc(C(=O)NCc3ccccn3)c2)cc1	4	4	-7	-1.4	.	-1	-4	7
CCOC(=O)C1(Cc2cccc(Cl)c2)CCCN(C(=O)c2ccnn2C)C1 (stereo not drawn)	.	0	-3	-0.7	-12	0	-10	2
CN(C)Cc1cn(CC[C@H]2CC[C@H](NC(=O)Nc3ccccc3F)[C@@H](CO)O2)nn1	-1	.	0	-0.8	-3	-1	9	7
CC(=O)Nc1ccc(S(=O)(=O)N2CCC(C(=O)c3ccc(Cl)cc3)CC2)cc1	-29	.	2	-3.7	.	-5	.	-1

Given with each value named: entries from further up.
CCCn1c2c(c(O)c(C(=O)Nc3ccccc3)c1=O)CCCC2
  Statin myotox sup: 1
  miR-122 sensor: -1
  PglD inh: -3
  F508del corr: .
  PGC1a acetyl inh: -4
  Cneo AK release: -2
  GSIS activator: .
  FN deposit inh: .
COC(=O)c1cc(S(=O)(=O)N2CCN(c3ccc(C(C)=O)cc3)CC2)c[nH]1
  Statin myotox sup: -7
  miR-122 sensor: 9
  PglD inh: .
  F508del corr: -1.4
  PGC1a acetyl inh: -50
  Cneo AK release: .
  GSIS activator: 0
  FN deposit inh: -1

Carrying on.
SMILES	Statin myotox sup	miR-122 sensor	PglD inh	F508del corr	PGC1a acetyl inh	Cneo AK release	GSIS activator	FN deposit inh
CSc1ccc(C2C(C#N)=C(N)N(c3ccccc3)C3=C2C(=O)CCC3)cc1 (stereo not drawn)	.	-4	0	.	-15	-1	.	.
COc1cc(/C=N/N(C)S(=O)(=O)c2ccc(C)cc2)cc([N+](=O)[O-])c1O	45	2	3	-3.0	2	3	11	5
O=[N+]([O-])c1cccc(-c2ccc(C(=S)N3CCN(c4ccccc4)CC3)o2)c1	.	7	4	-3.7	-18	0	11	1
CN(C(=O)CN1CCCCCC1)c1c(N)n(Cc2ccccc2)c(=O)[nH]c1=O	-4	.	3	3.9	.	0	-9	0
CCN(C(=O)CN1CCC(C)CC1)c1c(N)n(Cc2ccccc2)c(=O)[nH]c1=O	-2	-6	-3	0.1	-9	-1	3	-9
C[C@H](CO)N1C[C@H](C)[C@@H](CN(C)Cc2ccncc2)OCCCC[C@H](C)Oc2ccc(NC(=O)C3CCCCC3)cc2C1=O	2	3[16.7 µM]	.	4.4	2	.	-2	.
C/C(=N\NC(=O)c1cccc(Br)c1)c1cccc(NC(=O)c2ccc(C)o2)c1	5	2	-1	.	-10	1	.	.
CC1CCC/C(=N\NC(=S)NCc2ccccc2)C1 (stereo not drawn)	-4	2	2	.	6	-1	.	1
CNC(=O)c1ccsc1NC(=O)CN1C(=O)CCC1=O	7	-8	-3	-0.4	7	4	.	4

Screening results as filed in PubChem.
